Compound activity as filed in PubChem BioAssay.
D1 antagonist: blocks dopamine activation of the human D1 receptor; 360,000 compounds, 3.2% hits; HEK293 TREx D1 cells, calcium flux, dopamine EC80; hits give low values; AID 504652; activity change, negative = inhibition, % at 10 µM; in the data active = activity change below about -30%; note: % is set by controls: 0 for no effect and ±100 for the full control effect
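Allosteric or orthosteric antagonism assessed as attenuation of the calcium response to EC80 dopamine, added 180 s after compound, in induced HEK293 Trex D1 cells loaded with no-wash calcium dye.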
TRHR enhancer: allosterically enhances the human TRH receptor; P34981; 360,000 compounds, 0.66% hits; enhancement, % at 2 µM; TRHR cells, fluo-8 calcium fluorescence, EC20 TRH enhancement; in the data active = enhancement above about 30%; note: 0% is about no effect
Target sequence (P34981 whole entry, looked up): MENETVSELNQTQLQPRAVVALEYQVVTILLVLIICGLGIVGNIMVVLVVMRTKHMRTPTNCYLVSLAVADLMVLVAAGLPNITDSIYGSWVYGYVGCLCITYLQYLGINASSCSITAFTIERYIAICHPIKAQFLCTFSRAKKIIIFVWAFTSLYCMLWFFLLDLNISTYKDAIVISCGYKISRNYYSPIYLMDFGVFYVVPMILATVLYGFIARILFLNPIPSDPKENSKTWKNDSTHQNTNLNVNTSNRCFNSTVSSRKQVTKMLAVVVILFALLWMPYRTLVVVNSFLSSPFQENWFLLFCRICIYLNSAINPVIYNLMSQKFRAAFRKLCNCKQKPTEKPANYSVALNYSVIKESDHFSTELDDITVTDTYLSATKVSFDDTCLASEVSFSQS
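Enhancer read-out: after compound pinning and an initial kinetic agonist-mode read, an EC20 of TRH (10 nM final) was injected and fluo-8 calcium signal (Ex 480/Em 530) followed at 1 s/cycle for 100 cycles in TRHR-expressing cells.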
D2 antag: D2 dopamine receptor (human) antagonism; P14416; HEK293 TREx D2 cells, calcium flux, dopamine EC80; inhibition, % at 10 µM; 340,000 compounds, 2% hits; AID 485344; in the data active = inhibition above about 30%; note: 0% is about no effect
Target sequence (P14416 whole entry, looked up): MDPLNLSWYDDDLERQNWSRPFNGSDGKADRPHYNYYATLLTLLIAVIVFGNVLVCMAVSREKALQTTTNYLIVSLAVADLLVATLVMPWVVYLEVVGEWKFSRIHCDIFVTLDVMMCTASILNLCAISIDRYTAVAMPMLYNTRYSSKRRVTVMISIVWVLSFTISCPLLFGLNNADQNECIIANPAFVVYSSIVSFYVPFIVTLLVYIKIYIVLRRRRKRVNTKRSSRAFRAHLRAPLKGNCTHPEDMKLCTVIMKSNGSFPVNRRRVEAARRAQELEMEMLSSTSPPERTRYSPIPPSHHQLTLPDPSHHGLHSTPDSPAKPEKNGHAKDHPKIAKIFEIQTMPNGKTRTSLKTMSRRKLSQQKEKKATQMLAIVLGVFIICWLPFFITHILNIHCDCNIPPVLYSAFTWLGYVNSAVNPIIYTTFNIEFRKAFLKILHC
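Cells plated overnight at 30 C with tetracycline; no-wash calcium dye, 30–90 min RT; 10 s baseline; compound pinned; 180 s read; EC80 dopamine added; another 180 s read.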
RXFP1 antag: blocks the human relaxin receptor RXFP1. Q9HBX9. activity change, negative = inhibition, % at 57.5 µM. 350,000 compounds, 0.59% hits. HEK293-RXFP1, relaxin-stimulated cAMP HTRF, 30 min; hits give low values;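 active = activity change of -60% or lower, but not beyond a set lower limit; inconclusive = change between -60% and -40%, or beyond the set limit; inactive = change above -40%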; note: % is set by controls: 0 for no effect and ±100 for the full control effect
D2 agonist: D2 dopamine receptor (human) agonism; P14416; HEK293 T-REx D2 cells, calcium flux agonist mode; activation, % at 2 µM; 340,000 compounds, 0.53% hits; AID 485358;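 active = activation over 3 SD above normal in the single-dose calcium agonist read, cut at about 30% in these data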; note: 0% is about no effect
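In this primary screen, compounds producing a positive calcium signal within 180 s of addition to tetracycline-induced, force-coupled HEK293 Trex D2 cells are flagged; cells are dye-loaded with a no-wash calcium kit beforehand.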
TRHR agonist: agonists of human TRH receptor | P34981 | activation, % at 2 µM | TRHR cells, calcium flux fluo-8, FDSS agonist mode | 360,000 compounds, 0.18% hits; note: 0% is about no effect
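TRHR-expressing cells, plated overnight in medium with 10% serum, were loaded with fluo-8 calcium dye at room temperature. After a 10 s baseline, library compound was pin-added and calcium release was recorded kinetically (ex 480/em 530) as agonist response.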
D1 ag: human D1 receptor agonism. activation, % at 2 µM. 360,000 compounds, 1% hits. P21728. HEK293 T-REx D1 cells, calcium flux, agonist mode; note: 0% is about no effect
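Tetracycline-induced HEK293 TREx D1 cells, force-coupled to calcium signalling, were dye-loaded with a no-wash calcium kit. Compound was pin-added after a 10 s baseline. Fluorescence was read kinetically at 1 cycle/s for 180 s, with calcium rises flagged as agonism.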
D2 potentiator: positive allosteric modulators of human D2 dopamine receptor; potentiation, % at 10 µM; HEK293 T-REx D2, calcium flux, EC20 dopamine potentiation; 340,000 compounds, 0.34% hits; AID 485347;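 active = potentiation over 3 SD above the plate norm, cut at about 30% in these data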; note: 0% is about no effect
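Calcium flux readout, no-wash dye, 1 read/s. Inducible HEK293 Trex D2 line, overnight 30 C. Compound alone 180 s (agonist flags), then EC20 dopamine, another 180 s to score potentiation.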
D1 potentiator: enhances dopamine response at the human D1 receptor | P21728 | HEK293 TREx D1 cells, calcium flux, dopamine EC20 potentiation | potentiation, % at 10 µM | 360,000 compounds, 0.036% hits | AID 504651; in the data active = potentiation above about 30%; note: 0% is about no effect
The depositor's hits bear a star; ? = inconclusive; nt = not tested or not shown. Cut-off read from the data, not from the text of the source, unless noted: active = activation above about 30%; inactive = the rest. Outcome played no part in choosing rows, and some 7.1% of all compounds hit somewhere here.

SMILES	D1 antagonist	TRHR enhancer	D2 antag	RXFP1 antag	D2 agonist	TRHR agonist	D1 ag	D2 potentiator	D1 potentiator
Cc1nn(CC(=O)NCCc2cccs2)c(=O)c2nn(-c3ccccc3)c(C)c12	-6	-4	15	-8	0.2	-0.4	3	-4	-2
Cc1ccc(O)c(C(=O)c2cnc3c(c2)COc2ccc(C)cc2-3)c1	8	3	-5	-10	0.5	0.6	5	-1	18
CCOC(=O)C1CCN(C(=O)COC(=O)c2nc3nc(C)cc(C)n3n2)CC1	-24	-5	2	-21	0.5	-0.1	2	-4	5
Cc1ccc(NC(=O)c2cc3c(=O)oc4ccccc4c3s2)nc1	-6	1	-4	-3	0.5	-0.3	1	2	0
COCC(=O)n1nc(-c2ccccc2)nc1NCc1cccs1	11	-7	-8	-2	1.6	0.2	0	-3	-3
CCOC(=O)Nc1ccc2c(c1)N(C(=O)CCN1CCOCC1)c1ccccc1S2=O (stereo not drawn)	0	-2	-1	-1	0.8	0.3	2	3	4
COCCOC(=O)c1c(N)n(CCCN2CCOCC2)c2nc3ccccc3nc12	10	2	-2	-12	-0.1	-0.1	2	-10	1
CCCS(=O)(=O)NCCc1csc2nc(-c3ccc(OC)cc3)nn12	nt	-4	nt	-14	0.0	-0.1	6	9	3
O=C(NC1CCCCC1)c1ccc(Cn2c(SCc3ccccc3)nc3cccnc32)cc1	-1	8	nt	-2	-0.2	-1.3	2	-12	0
Cc1ccc(NC(=O)C2CCN(S(=O)(=O)c3ccc4c(c3)NC(=O)C(C)S4)CC2)c(C)c1 (stereo not drawn)	-40*	-5	4	-4	0.5	1.0	8	-6	1
COc1ccc(C(CNC(=O)c2cccc(S(=O)(=O)N3CCCC3)c2)N2CCCC2)cc1 (stereo not drawn)	4	6	-5	4	-0.3	-0.4	0	-16	7
O=C(CCNC(=O)c1ccc([N+](=O)[O-])cc1)NCC1COc2ccccc2O1 (stereo not drawn)	-10	4	-12	-13	0.1	0.2	1	-4	-2
Cc1nc2cc(NC(=O)NCc3ccco3)ccc2n1C	-9	-1	-6	19	0.3	1.1	3	-7	1
Cc1sc2ncn(C(C)C(=O)OC3CCCCC3)c(=O)c2c1C (stereo not drawn)	-2	26	-26	6	0.8	-0.2	0	7	3
COc1cc(NC(=O)c2cc(-c3ccccc3)on2)cc(OC)c1OC	3	5	-1	5	-0.7	-0.3	2	-3	-1
O=C(c1ccc(Cl)cc1)C1CCN(C(=O)C2CC2)CC1	-13	-15	16	-7	0.4	0.1	5	-7	2
O=C(Oc1ccc2c(c1)OCO2)c1ccncc1	1	2	-7	-3	-0.6	0.6	0	12	5
Cc1ccccc1N1C(=O)C2C3CC(=O)C(c4ccccc43)C2C1=O (stereo not drawn)	5	2	nt	-5	nt	0.6	1	nt	-4
Cc1nnc(NC(=O)CCCOc2ccccc2)s1	-27	-5	13	-13	-0.1	0.0	-1	2	2
CC(/C=N\NC(=O)Cn1cncn1)=C/c1ccc(C(C)C)cc1	15	3	0	-9	-0.7	-0.2	1	-5	10
CCCOc1ccc(CN(C(=O)Cc2coc3ccc(CC)cc23)C2CCS(=O)(=O)C2)cc1 (stereo not drawn)	8	8	nt	-38	1.6	0.6	11	7	2
Cc1ccc(-c2nc(CS(=O)(=O)CC(=O)NCCCN(Cc3ccccc3)C(C)C)c(C)o2)cc1	-2	0	nt	?	nt	0.3	6	nt	-3
CCCNC(=O)c1oc2ccc3c(c2c1C)C=CC(C)(C)O3	-5	2	-2	-25	-0.4	0.0	1	3	-8
Cc1cccc(N2C(=O)CC(Sc3ncn[nH]3)C2=O)c1 (stereo not drawn)	10	-1	-1	-4	0.3	0.7	2	-1	10
Cc1cc(C(=O)CSc2nc3ccc(Cl)cc3[nH]2)c(C)n1CC1CCCO1 (stereo not drawn)	-14	2	14	-8	0.0	0.4	9	7	-6

Copied from the list.
Entry for `COc1ccc(C(CNC(=O)c2cccc(S(=O)(=O)N3CCCC3)c2)N2CCCC2)cc1` (stereo not drawn) under TRHR agonist: -0.4
Entry for `Cc1cc(C(=O)CSc2nc3ccc(Cl)cc3[nH]2)c(C)n1CC1CCCO1` (stereo not drawn) under D1 antagonist: -14
Entry for `Cc1nnc(NC(=O)CCCOc2ccccc2)s1` under D1 potentiator: 2
Entry for `Cc1ccccc1N1C(=O)C2C3CC(=O)C(c4ccccc43)C2C1=O` (stereo not drawn) under D1 antagonist: 5

Record cards, as listed above.
CCCOc1ccc(CN(C(=O)Cc2coc3ccc(CC)cc23)C2CCS(=O)(=O)C2)cc1 (stereo not drawn) in the list: D1 antagonist: 8; TRHR enhancer: 8; D2 antag: nt; RXFP1 antag: -38; D2 agonist: 1.6; TRHR agonist: 0.6; D1 ag: 11; D2 potentiator: 7; D1 potentiator: 2
Cc1nn(CC(=O)NCCc2cccs2)c(=O)c2nn(-c3ccccc3)c(C)c12 in the list: D1 antagonist: -6; TRHR enhancer: -4; D2 antag: 15; RXFP1 antag: -8; D2 agonist: 0.2; TRHR agonist: -0.4; D1 ag: 3; D2 potentiator: -4; D1 potentiator: -2

(next part)
SMILES	D1 antagonist	TRHR enhancer	D2 antag	RXFP1 antag	D2 agonist	TRHR agonist	D1 ag	D2 potentiator	D1 potentiator
O=C(NNS(=O)(=O)c1ccc(Br)cc1)c1sccc1-n1cccc1	8	-3	-9	4	0.2	1.1	1	-2	-1
Cc1nc2nc(-c3ccc(Cl)cc3)nn2c(C)c1Cl	-6	1	-6	nt	0.1	0.1	2	4	4
CN(CC(=O)N1CCOCC1)C(=O)CSc1nc2ccccc2s1	-9	-1	-5	6	-0.2	-1.1	-1	-2	3
COc1ccc(-c2nc3ccc(C(=O)NCC(OC)OC)cc3nc2-c2ccc(OC)cc2)cc1	4	3	-21	1	-0.5	-0.3	3	0	-4
COc1ccc(C(=O)NCCn2cc(SCC(=O)Nc3cccc(C)c3)c3ccccc32)cc1	7	3	nt	nt	nt	-1.5	0	8	-5
CCOc1cccc2cc(-c3nc4sc5c(c4c(=O)[nH]3)CCC(C(C)(C)C)C5)c(=O)oc12 (stereo not drawn)	-2	10	nt	11	-0.8	-0.1	1	10	-3
COC(=O)c1ccc(/C=C(/NC(=O)c2ccccc2)C(=O)N2CCOCC2)cc1	-19	1	-10	-1	0.7	0.4	1	1	-4
Cc1cc(C)cc(NC(=O)CSc2nccn2Cc2ccco2)c1	-1	-4	-13	-1	0.1	3.9	13	-12	4
COc1cccc(NC(=O)COC(=O)CCS(=O)(=O)c2ccc(C)cc2)c1	-1	0	-8	-4	-0.4	0.5	0	7	-5
CCOc1cc(C(=O)Nc2ccc(C(=O)NCCN(CC)CC)cc2)ccc1OCC(=O)N1CCOCC1	6	-4	5	-5	0.4	0.5	0	-7	-3
Cc1ccc(C2=NN(C(=O)CCC(=O)O)C(c3cccs3)C2)cc1 (stereo not drawn)	9	1	-7	9	-0.2	0.6	4	6	1
O=C(O)COc1ccc(C(=O)Cc2ccc3c(c2)OCCCO3)c(O)c1	-4	5	-8	-4	0.5	0.5	2	-3	-4
COc1ccc(Cc2nnc(NC(=O)Nc3ccc(C)cc3)s2)cc1OC	1	1	-6	5	1.2	0.4	1	-4	3
CCN(c1ccccc1)S(=O)(=O)c1c[nH]c2ccc([N+](=O)[O-])cc12	-2	13	7	15	1.1	0.0	2	-7	-6
Cc1ccc(Cl)cc1N1CCN(C(=O)c2cn(CC(C)C)c(=O)c3c2c2ccccc2n3C)CC1	-2	0	nt	-8	0.7	0.8	1	6	2
Cn1nccc1NC(=O)CC(CC(=O)O)c1ccccc1 (stereo not drawn)	6	0	-36	5	0.2	0.6	3	4	2
CCOc1cccc(N2CCN(CCNC(=O)Nc3ccc(C)cc3)CC2)c1C	-2	1	44*	-6	2.5	0.2	14	-19	-7
Cc1c(NC(=O)CN2CCN(C(=O)c3ccco3)CC2)c(=O)n(-c2ccccc2)n1C	19	-4	13	-22	0.1	0.3	1	-2	0
Cc1cc(/C=N\NC(=O)COc2cccc3cccnc23)c(C)n1-c1ccccc1	10	-3	-9	0	-1.2	-1.4	5	-23	-1
COc1ccc(CC(=O)Nc2c3c(nn2-c2ccccc2C)CS(=O)C3)cc1 (stereo not drawn)	-21	2	5	10	-0.4	0.2	-2	-4	-9
Cc1nc2ccc(NC(=O)c3cccc(C(F)(F)F)c3)cc2o1	-11	3	26	0	1.6	-0.6	1	-4	-5
Cc1cccc(-c2nnn3c2nc(NCc2ccccc2)c2ccccc23)c1	6	-5	nt	nt	0.8	0.1	2	4	-2
COc1ccc(CC(=O)Nc2ccc3nc(C)sc3c2)cc1OC	-5	3	nt	-22	nt	0.3	3	-1	-3
Cc1cccc(NC(=O)CSc2nc3c(c(=O)[nH]2)CCCC3)c1C	-2	-3	7	33	-1.2	-0.6	-1	9	8
N#Cc1c(Nc2ccc(F)cc2)sc(C(=O)c2ccccc2)c1N	4	7	4	-10	0.3	0.2	2	7	-2
Cc1ccc(C)c(N2CCN(CCCNC(=O)Cn3cccc3C(=O)c3ccccc3)CC2)c1	4	-3	41*	-3	0.5	-0.2	17	-46	-4
O=C(Cn1cc(C(F)(F)F)cc(Cl)c1=O)NCc1ccccc1	-1	-7	-1	6	3.2	1.7	4	11	-8
COc1ccc(N2CCN(C(=O)CSc3ncnc4c3cnn4-c3ccccc3C)CC2)cc1	-21	-5	8	-16	0.5	-0.1	4	-2	-7
Fc1ccccc1COc1ccc(-c2nnn(Cc3ccccc3F)n2)cc1	-21	3	-10	nt	0.6	2.5	13	0	nt
O=C(Nc1ccccc1F)c1ccc(OCc2ccccc2)cc1	-10	-8	4	2	0.7	-0.2	2	-10	-8
